Screening data: PubChem, Sanford-Burnham Center for Chemical Genomics
HKDC1 inh = blocks human hexokinase HKDC1 activity. recombinant HKDC1, G6PDH/diaphorase resazurin coupled fluorescence. actives 0.16% (n = 340,000). inhibition, % at 20 µM. Q2TB90;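 active = inhibition above about 35% when tested at 20 µM, limit read from the data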;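 note: plate controls were DMSO wells with enzyme for no effect and DMSO wells lacking enzyme for full effect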
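Assay system – recombinant HKDC1 (HK5) hexokinase enzyme, produced in-house · Input – HKDC1 at 5 µg/mL · Reagent – glucose plus 1 mM ATP as hexokinase substrates · Timing – 90 min reaction incubation at room temperature, dark · Measured by – G6PDH/diaphorase-coupled fluorescence, 1 mM NADP, 100 µM resazurin, 525/613 nm · Benchmarks – DMSO-enzyme wells negative, buffer-substituted wells positive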
Apaf-1 inh = blocks human Apaf-1 apoptosome activity; AID 489030; reconstituted apoptosome caspase-3 activity, DEVD-Rh110 fluorescence; actives 0.71% (n = 330,000); inhibition, % at 20 µM; active = inhibition of at least 40% at 20 µM;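 note: plate controls were DMSO wells for no effect and DEVD-CHO caspase inhibitor wells for full effect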
Target sequence (O14727 whole entry, looked up): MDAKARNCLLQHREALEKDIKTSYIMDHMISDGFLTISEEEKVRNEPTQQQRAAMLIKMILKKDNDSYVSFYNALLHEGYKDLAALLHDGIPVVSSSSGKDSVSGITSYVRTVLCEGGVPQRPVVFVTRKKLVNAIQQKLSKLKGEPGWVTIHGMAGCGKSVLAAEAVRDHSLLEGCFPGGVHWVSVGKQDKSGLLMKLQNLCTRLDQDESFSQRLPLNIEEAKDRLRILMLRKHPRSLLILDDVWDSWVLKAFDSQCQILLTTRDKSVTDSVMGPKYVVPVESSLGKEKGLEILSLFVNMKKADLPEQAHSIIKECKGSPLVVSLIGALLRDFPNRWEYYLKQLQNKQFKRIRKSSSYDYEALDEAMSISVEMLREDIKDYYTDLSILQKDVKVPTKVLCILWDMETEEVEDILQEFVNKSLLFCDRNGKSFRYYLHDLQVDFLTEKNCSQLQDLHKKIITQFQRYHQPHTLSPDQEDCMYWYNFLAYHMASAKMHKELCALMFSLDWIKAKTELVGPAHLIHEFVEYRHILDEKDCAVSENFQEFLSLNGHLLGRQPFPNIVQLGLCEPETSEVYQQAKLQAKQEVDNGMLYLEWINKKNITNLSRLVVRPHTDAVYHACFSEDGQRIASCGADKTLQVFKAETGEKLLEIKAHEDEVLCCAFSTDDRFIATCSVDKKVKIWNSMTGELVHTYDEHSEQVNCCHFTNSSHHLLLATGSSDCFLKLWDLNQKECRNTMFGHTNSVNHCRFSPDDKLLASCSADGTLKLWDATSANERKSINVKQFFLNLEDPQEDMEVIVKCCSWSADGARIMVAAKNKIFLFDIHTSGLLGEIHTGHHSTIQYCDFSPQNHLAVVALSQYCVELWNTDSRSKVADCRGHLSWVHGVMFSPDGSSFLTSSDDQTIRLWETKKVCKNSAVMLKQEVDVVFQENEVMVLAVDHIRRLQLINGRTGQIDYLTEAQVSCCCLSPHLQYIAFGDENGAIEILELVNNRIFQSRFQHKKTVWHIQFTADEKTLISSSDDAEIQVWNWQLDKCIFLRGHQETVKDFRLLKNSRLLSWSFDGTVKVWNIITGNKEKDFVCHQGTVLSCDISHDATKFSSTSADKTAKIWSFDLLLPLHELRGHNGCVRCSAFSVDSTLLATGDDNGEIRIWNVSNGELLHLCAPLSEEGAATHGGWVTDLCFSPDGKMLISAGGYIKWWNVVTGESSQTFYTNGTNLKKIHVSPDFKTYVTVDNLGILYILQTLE
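Material: reconstituted apoptosome with Apaf-1, cytochrome c, caspase-9, procaspase-3, dATP; medium: pH 7.5 Hepes buffer with CHAPS, BSA, DTT; also added: cytochrome c and DEVD-Rh110 substrate; timing: 30 min plus 50 min, RT; signal: Rh110 fluorescence intensity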
SENP8 block-1 = inhibitors of human SENP8 protease; Q96LD8; recombinant SENP8, Nedd8 substrate fluorescence; inhibition, % at 20 µM; actives 0.64% (n = 360,000); AID 602440; in the data active = inhibition mostly above about 40%, no sharp cut-off; inactive = mostly below about 27%
SENP8 block-2 = blocks the human protease SENP8; purified SENP8, Z-RLRGG-aminoluciferin cleavage, luminescence; inhibition, % at 10 µM; actives 1.2% (n = 330,000); AID 2540; in the data active = inhibition above about 50%
PfGluPho inh = PfG6PD (Plasmodium falciparum) enzyme inhibition. PfGluPho enzyme, NADPH resazurin-diaphorase fluorescence. inhibition, % at 20 µM. actives 0.78% (n = 350,000);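 active = inhibition reaching at least a set limit at 20 µM in the primary screen, cut at about 59% in these data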;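 note: 0% = DMSO wells with substrate and 100% = DMSO wells lacking glucose-6-phosphate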
SENP1 FRET inh = blocks the human SENP1 SUMO protease catalytic domain; actives 0.21% (n = 360,000); recombinant SENP1 catalytic domain, CyPet-SUMO1-YPet FRET cleavage; AID 624204; inhibition, % at 10 µM; Q9P0U3;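 active = inhibition at least 30% at 10 µM, raw YFP signal under a set limit, fluorescence ratio 0.5 to 1.5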;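 note: 0% = enzyme with DMSO and 100% = no enzyme wells; some results filed as inactive read as strong as hits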
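Test system: human SENP1 catalytic domain; medium: Tris pH 8 buffer plus EDTA, NaCl, BME, BSA, NP40, catalase; incubation: 50 min reaction at room temperature; technique: FRET, CFP and YFP emission; controls: no-enzyme low control and enzyme-plus-DMSO high control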
SENP6 block = blocks the human protease SENP6; inhibition, % at 10 µM; Q9GZR1; actives 1.8% (n = 330,000); Recombinant SENP6 catalytic domain, aminoluciferin luminescence;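 active = inhibition above about 50% at the single tested dose, limit read from the data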;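 note: plate controls were DMSO wells with enzyme for no effect and DMSO wells lacking enzyme for full effect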
SENP7 block = SENP7 protease inhibition | recombinant SENP7, Z-RLRGG-aminoluciferin luminescence, 40 min | inhibition, % at 5 µM | actives 1.5% (n = 330,000);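 active = inhibition above about 50% at the single test dose, limit read from the data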;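 note: plate controls were DMSO with enzyme for no effect and no enzyme buffer wells for full effect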
The depositor's hits bear a star; / = no result given. Compounds were not picked by outcome; overall some 3.6% were active at least once.

SMILES,HKDC1 inh,Apaf-1 inh,SENP8 block-1,SENP8 block-2,PfGluPho inh,SENP1 FRET inh,SENP6 block,SENP7 block
CCN(CC(=O)Nc1c(F)cccc1F)C(=O)Cc1n[nH]c(=O)c2ccccc12,-1,1,8,-6,-11,1,-6,-1
CCC1=NC(c2ccc(OC)c(OC)c2)N(O)C1(C)C (configuration not stated),-8,-11,16,-8,-11,-7,-11,-18
C=CC(C)(C)c1c2occc2c(O)c2ccc(=O)oc12,9,6,-2,-4,18,10,-15,-5
O=C(NNS(=O)(=O)c1ccc(Br)cc1)NC1CCCCC1,-7,1,6,0,-7,0,0,1
Cc1sc2ncnc(N3CCC(C(=O)Nc4cc(C(F)(F)F)ccc4OCC(F)(F)F)CC3)c2c1C,0,/,4,/,30,-3,/,/
Cc1cccc(C(=O)NCCC(=O)NCc2ccccc2Cl)c1,6,-2,4,-6,7,1,-9,3
COc1cccc(-c2cc(C(=O)O)[nH]n2)c1,-4,9,20,-10,7,1,-5,-6
Cc1cc(C)c(S(=O)(=O)Cc2ccccc2)c(Cl)n1,-4,5,21,-7,16,1,9,-8
O=C(NCCN1C(=O)S/C(=C\c2ccccc2)C1=O)c1cc(S(=O)(=O)N2CCOCC2)c(Cl)cc1Cl,-10,17,11,-4,-11,-7,-7,5
C=CCNC(=O)CSc1nc2sc3c(c2c(=O)n1CCC)CCC3,-1,6,6,5,-12,1,-25,-1
O=C(Nc1ccc2c(c1)oc1ccccc12)c1cccnc1,1,8,7,-8,4,1,7,3
O=C(c1cccc2ccccc12)N1CCN(c2ccc([N+](=O)[O-])c(NCc3ccco3)c2)CC1,2,1,42*,-3,7,6,-9,1
CN1CCN(S(=O)(=O)c2ccc(N(C)Cc3ccc(C(F)(F)F)cc3)c([N+](=O)[O-])c2)CC1,0,30,15,-4,39,3,-10,0
Cc1cccc(-n2c(C)cc(/C=C3/C(=N)N4C(c5ccccc5)=CSC4=NC3=O)c2C)c1,-3,1,-262,0,-15,-25,-21,1
CC(C)CCOc1ccc(NC(=O)C2OC3OC(C)(C)OC3C3OC(C)(C)OC23)cc1 (configuration not stated),4,13,16,-6,-10,4,0,-5
CCOc1ccccc1CNCCN1CCOCC1,-5,-23,14,10,-1,1,-9,-3
Cc1ccc2c(c1)CN1CN2Cc2cc(C)ccc21,0,3,14,-5,-1,0,-10,-7
Cc1ccc(SCCC(=O)Nc2ccc(Br)c(C)c2)cc1,4,17,21,2,-1,1,-19,1
COc1ccc(OCCNC(=O)/C=C/c2ccc([N+](=O)[O-])cc2)cc1,0,9,14,-5,9,2,-16,2
O=S(=O)(c1cc(F)ccc1F)N1CCC2(CC1)OCCN2S(=O)(=O)c1ccccc1,-2,14,-4,3,-9,-1,-9,0
Cc1cc2oc(C(=O)NCc3ccccc3)cc(=O)c2cc1C,-2,3,16,-2,-3,4,-15,-10
CCCCCC(=O)Nc1cccc(C2=NOC3(C2)C[C@H](C(N)=O)N(C(=O)[C@H]2CCC(=O)N2)C3)c1 (some centres not stated),-5,-2,8,-7,2,2,-2,-2
COc1ccccc1/C=N/NC(=O)C(NC(=O)c1ccccc1)=C(C)C,-3,11,4,-7,-1,-3,4,-2
COc1cccc(NC(=O)CN(C)C(=O)C(Sc2ccccc2)c2ccccc2)c1 (configuration not stated),1,17,8,5,-3,2,-7,-4
COc1ccc(C(=O)NC2(C(F)(F)F)NC(=O)N(CCCc3ccccc3)C2=O)c(OC)c1OC (configuration not stated),-7,2,-7,3,3,1,-2,7
COc1ccc(C2CC(=O)N3CN(Cc4ccco4)CSC3=C2C#N)cc1 (configuration not stated),3,29,12,9,59*,-10,-4,0
Fc1ccc(C2CC(c3ccco3)=Nc3ccccc3S2)cc1 (configuration not stated),-11,5,9,5,-7,-4,0,2
CCN(CC)CCN(C(=O)c1ccc2c(c1)CCCC2)c1nc2ccc(OC)cc2s1,11,61*,0,5,20,0,6,-4
CO/N=C(\C)c1ncc(C(F)(F)F)cc1N1CCOCC1,-4,-5,-77,1,-5,1,-19,2
COc1ccc2c(c1OC)C(=O)N(c1ccc(C)c(C)c1)C2=O,-1,13,22,-8,-2,-1,-15,4

Brought forward from above: 4 entries, then new ones.
SMILES,HKDC1 inh,Apaf-1 inh,SENP8 block-1,SENP8 block-2,PfGluPho inh,SENP1 FRET inh,SENP6 block,SENP7 block
Fc1ccc(C2CC(c3ccco3)=Nc3ccccc3S2)cc1 (configuration not stated),-11,5,9,5,-7,-4,0,2
CCN(CC)CCN(C(=O)c1ccc2c(c1)CCCC2)c1nc2ccc(OC)cc2s1,11,61*,0,5,20,0,6,-4
CO/N=C(\C)c1ncc(C(F)(F)F)cc1N1CCOCC1,-4,-5,-77,1,-5,1,-19,2
COc1ccc2c(c1OC)C(=O)N(c1ccc(C)c(C)c1)C2=O,-1,13,22,-8,-2,-1,-15,4
O=C(Nc1cccc(C(F)(F)F)c1)c1ccc(-n2cncn2)nc1,5,-16,11,-2,-16,1,-8,1
C=CCOC(=O)C1=C[C@H](C2CCCCC2)[C@@H](CCCO)[C@H](OCC)O1,4,23,11,21,5,1,-7,2
COC(=O)c1ccc(NC(=O)C[n+]2ccccc2)cc1,-6,0,0,-1,16,3,2,5
C#CCN(C(=O)CC1C(=O)NCCN1C/C=C/c1ccccc1)C1CCCCC1 (configuration not stated),-15,2,-4,-4,8,-4,-14,4
NC(=O)CC(NC(=O)c1cccc(Br)c1)c1ccc(N2CCC(Br)CC2)c([N+](=O)[O-])c1 (configuration not stated),-4,2,30,-6,4,1,-3,11
Cc1ccc(NC(=O)CSCC(=O)OC(C)C(=O)Nc2ccc(S(N)(=O)=O)cc2)c(C)c1 (configuration not stated),-4,-7,5,-6,-1,-2,-1,13
NC(=O)C1CCN(C(=O)c2ccc([N+](=O)[O-])cc2NC(=O)c2cccs2)CC1,-4,-7,15,-2,-9,2,-8,1
Cc1cccc(NC(=O)CN2CCN(C(=O)c3cnn(Cc4ccccc4)c3)CC2)c1C,-3,13,11,-5,-7,2,-15,3
Cn1c(=O)c2c(-c3ccccc3)n(-c3ccccc3O)cc2n(C)c1=O,-5,-19,-276,-5,-1,0,-4,-8
Cc1ccc(S(=O)(=O)NCc2ccc3c(c2)cc(C)n3C)cc1,0,51*,-54,11,22,-8,11,2
COc1ccc(C2=NN(C(=O)CN3CCCC3)C(c3ccc(OC)cc3)C2)cc1 (configuration not stated),3,-1,-28,-8,-6,0,-14,17
CCN(CC)C(=O)c1c([N+](=O)[O-])c(C(C)(C)C)nn1C,-17,-2,13,-1,-5,2,7,9
c1ccc2c(c1)CCc1c-2nc2ccccc2c1N1CCOCC1,1,20,-90,3,-12,-27,20,10
CCC(C)c1ccccc1NC(=O)C(C)Sc1n[nH]c(N)n1 (configuration not stated),0,4,9,-15,-6,3,-6,-6
NS(=O)(=O)c1ccc(NC(=O)CCC(=O)c2ccc(Cl)s2)cc1,8,-7,6,0,-13,-2,-29,5
O=C(O)Cn1cc(C(=S)N2CCCCC2)c2ccccc21,-1,7,38,-1,22,-3,-3,8
CC(NC(=O)COc1ccc(N(C)S(=O)(=O)c2ccccc2)cc1)c1ccccc1 (configuration not stated),3,8,2,0,6,2,-5,4
O=[N+]([O-])c1ccc(N/N=C/c2cn(-c3ccccc3)nc2-c2ccccc2)cc1,-4,3,-71,-5,-16,5,0,5
COc1ccccc1NC(=S)N(Cc1cccnc1)Cc1ccccc1Cl,1,-25,13,1,-8,2,-21,5
COc1ccccc1CC(=O)NNS(=O)(=O)c1cccc([N+](=O)[O-])c1,-7,2,7,0,-8,2,-6,-2
Cc1csc2c(N3CCN(C(=O)NC(C)(C)C)CC3)ncnc12,0,-11,19,1,-2,3,-43,7
COc1ccc(OC)c(CC(NC(C)=O)C(=O)NC2CCN(c3cc(C)nc4ncnn34)CC2)c1 (configuration not stated),/,3,/,3,/,/,-8,5
CCCSc1ccc([C@@H]2[C@H]3C(=O)N(CC)C(=O)[C@H]3[C@]3(C(=O)OC)CCCCN23)cc1,1,23,2,-8,28,-34,-10,3
COc1cc(/C=C/C(=O)N2CCCc3ccccc32)cc(OC)c1OC,-8,16,13,-1,-10,2,1,-3
COCCNCC(=O)Nc1ccccc1Sc1ccccc1,-5,-12,11,-3,3,0,4,8
O=C(O)c1ccc(CSc2ncn[nH]2)cc1,-10,-11,3,-8,-15,4,-18,6
CS(=O)(=O)N(CC(=O)N1CCc2ccccc2C1)Cc1ccc(Cl)cc1,-5,-9,5,2,-5,1,-2,-10
O=C(OCC(=O)N1CCc2ccccc21)c1ccncc1,-4,-3,2,-6,0,-1,-12,-3
CCOn1c(=O)c(-c2ccc(OC)c(OC)c2)[n+]([O-])c2ccccc21,0,3,-48,-3,6,2,-4,3
Cn1c(SCC(=O)c2ccccc2)nnc1C1CC1,1,-3,27,4,12,2,1,13
C[C@H](CO)N1C[C@H](C)[C@@H](CN(C)C(=O)Nc2ccc(C(F)(F)F)cc2)Oc2c(NS(=O)(=O)c3cn(C)cn3)cccc2C1=O,1,9,7,-4,31,3,2,-9
CC1CC(C)CN(C(=O)CSc2nnc(-c3ccc(Cl)cc3)o2)C1 (configuration not stated),-2,13,8,-2,-12,0,0,-2
CCN(C(=O)COC(=O)/C=C/c1cccc(Cl)c1)c1c(N)n(Cc2ccccc2)c(=O)[nH]c1=O,-8,7,8,-8,-10,-1,3,9
